High-throughput results: PubChem, Emory University Molecular Libraries Screening Center
14-3-3 PPI: 14-3-3 gamma protein interaction modulation; P61981; FP, 14-3-3gamma / TMR-pS259-Raf peptide binding; inhibition, % at 40 µM; 160,000 tested, 0.19% active; AID 422; in the data active = inhibition above about 30%;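 note: 0% = protein plus tracer without compound and 100% = blank with tracer alone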
Target sequence (P61981 whole entry, looked up): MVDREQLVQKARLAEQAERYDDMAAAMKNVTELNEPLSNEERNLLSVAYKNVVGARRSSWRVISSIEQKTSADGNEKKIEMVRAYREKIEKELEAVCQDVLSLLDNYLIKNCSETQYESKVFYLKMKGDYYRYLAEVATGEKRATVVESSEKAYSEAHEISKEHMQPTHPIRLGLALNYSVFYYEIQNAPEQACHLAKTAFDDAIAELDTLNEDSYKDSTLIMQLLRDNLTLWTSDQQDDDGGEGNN
* hit, by the source's call; & = joins results of further samples. A portion of the library; rates above refer to the full screens.

14-3-3 PPI	Molecule
-3.9	O=C(O)c1ccc2c(c1)C(=O)N(C(Cc1ccccc1)C(=O)O)C2=O (configuration not stated)
3.8	Cn1cc(C(=O)c2ccccc2)cc1-c1nc2ccccc2n1C
-6.9	CCCCN1CCc2c1nc1ccc(Br)cc1c2N
0.1	CN1c2ccccc2N(C)C1(C)c1ccc(C2(C)N(C)c3ccccc3N2C)cc1
-9.2	N#CCCN(CCC#N)c1nncs1
0.3	CC1=C(C(=O)OCC(Cl)(Cl)Cl)C(c2ccc(Br)cc2)NC(=O)N1 (configuration not stated)
-0.9	Cc1ccc(-n2c(SCC(=O)N3CCCCC3)nc3c([nH]c4ccccc43)c2=O)cc1
-1.9	O=[N+]([O-])c1ccc(-c2csc(=Nc3ccccc3)n2Cc2ccc3c(c2)OCO3)cc1
-5.9	Cc1ccc(Nc2c(-c3ccco3)nc3ccc(Br)cn23)cc1
-10.3	COc1ccc(NC(=O)CN2C(=O)C(C)Oc3ccccc32)cc1 (configuration not stated)
1.3	COc1cccc(NC(=O)c2cc3ccccc3c(=O)o2)c1
-10.5	COc1ccc(NC(=O)CSc2nnc(-c3ccccc3)n2Cc2ccco2)c(OC)c1

More results:
14-3-3 PPI	Molecule
1.3	Cc1ccc(CSc2nc3[nH]ncc3c(=O)n2-c2cccc(C)c2)cc1
-1.0	FC(F)(F)c1cc(-c2ccccc2)nc2c(-c3ccccc3)cnn12
5.1	COC(=O)c1ccc(COC(=O)c2ccc(N(C)C)cc2)cc1
-1.6	O=[N+]([O-])c1ccc(N2CCOCC2)cc1NCCOc1ccc(Cl)cc1
-4.2	Cc1noc(C)c1S(=O)(=O)N1CCC(C(=O)N2CCN(C3CCCC3)CC2)CC1
-23.0	CCOC(=O)Cc1cnc(NC(=O)CSc2nnc3c(n2)-c2cccc4cccc-3c24)s1
-3.1	CN1CCN(C(=O)c2ccc(SCc3cccnc3)c([N+](=O)[O-])c2)CC1
-7.1	CCCn1c(=NC(C)=O)c(C#N)cc2c(=O)n3cccc(C)c3nc21
-27.9	CCOC(=O)c1sc(N2C(=O)C(=O)/C(=C(/O)c3ccc(C)cc3)C2c2ccc(F)cc2)nc1C (configuration not stated)
-3.9	COc1ccc(N(CC(=O)N2CCC(C)CC2)S(=O)(=O)c2c(C)nn(C)c2C)cc1
-4.6	O=C(Nc1ccc(S(=O)(=O)N2CCCC2)cc1Cl)C1=COCCO1
-10.3	COc1ccccc1-n1nc(C(=O)N2CCCCCC2)c2ccccc2c1=O

(cont.)
14-3-3 PPI	Molecule
-8.9	Cc1cccc(C)c1OCc1nnc(SCC(=O)Nc2nccs2)n1-c1ccccc1
6.0	CC1=C(C(=O)Nc2ccccc2F)C(c2cccs2)C2=C(CC(c3ccccc3)CC2=O)N1 (configuration not stated)
-3.2	CC(=O)N1CCN(C(C)=O)C1c1ccccc1
-6.1	O=C(NCC1CCCO1)C1CCCN(Cc2cnn(-c3ccccc3)c2-n2cccc2)C1 (configuration not stated)
2.5	CNC(=O)CSc1nc2c(c(=O)n(C)c(=O)n2C)n1Cc1ccc(C)cc1
-4.2	O=C(C1CCCCC1)N1CCN(S(=O)(=O)c2cccc([N+](=O)[O-])c2)CC1
-6.7	O=C(NCc1ccco1)C1CCN(C(=O)c2cc3sccc3n2Cc2ccc(Cl)cc2)CC1
-12.9	COc1cc(C2C(C(=O)Nc3ccc(C)cn3)=C(C)NC3=C2C(=O)CCC3)ccc1OCc1ccccc1 (configuration not stated)
-9.4	CCOC(=O)Cc1nnc(NC(=O)c2cccc(OCC)c2)s1
-4.6	Cc1csc(NC(=O)CSc2nnc3ncccn23)n1
1.5	CCc1cccc(NC(=O)C2c3ccccc3Oc3ccccc32)c1
-5.6	CCN(CC)C(C(=O)NC1CCCC1)c1ccc(OC)cc1 (configuration not stated)

Next section:
14-3-3 PPI	Molecule
-0.4	CCCOC(=O)C1=C(C)NC2=C(C(=O)CC(C)(C)C2)C1c1cccc2ccccc12 (configuration not stated)
-3.2	O=C(NC1CCCCCCC1)c1cccc(N2CCCC2=O)c1
0.4	O=C(OCCN=C1NS(=O)(=O)c2ccccc21)C1CC(=O)N(c2ccc3ccccc3c2)C1 (configuration not stated)
0.4	O=c1nc2n(-c3ccc(Cl)cc3)c3cc(Cl)ccc3cc-2c(=O)[nH]1
11.5	Cc1onc(-c2ccccc2)c1C(=O)Nc1nc2c(s1)CCCC2
-16.5	CCCc1ccc(-c2ccc(C(=O)O)cc2)nc1
-1.0	Cc1c(C(=O)OC2CCCC2C)[nH]c2c1C(=O)CC(c1ccccc1Cl)C2 (configuration not stated)
-74.9	COc1ccc(-n2c(SCC(=O)c3c(N)n(C)c(=O)n(C)c3=O)nc3ccccc32)cc1
-4.6	O=C1CN(CC(=O)N2CCOCC2)c2ccccc2O1
1.7	Cn1c(C(=O)NCC2CCCO2)cc2oc3ccccc3c21 (configuration not stated)
-5.4	O=C(CSc1nc2ccccc2o1)N1CCN(C(=O)c2ccco2)CC1
-3.0	CCOCCCNC(=O)Cn1cnc2c1c(=O)n(C)c(=O)n2C

(cont.)
14-3-3 PPI	Molecule
-8.3	CCOC(=O)c1cnn(-c2cc(C)c3cc(C)cc(C)c3n2)c1N
0.6	Cc1c(C(=O)N(C)C)sc2c1c(=O)n(-c1ccc(Cl)cc1)c(=O)n2Cc1cccc([N+](=O)[O-])c1
-8.1	O=C(Nc1ccc(-c2nnc(-c3ccccc3)o2)cc1)C(F)(F)F
-2.3	CN1C(=O)c2ccccc2C(C(=O)N2CCCC2)C1c1cn(C)c2ccccc12 (configuration not stated)
-3.7	O=C(NCc1ccc(F)cc1Cl)C1CCN(S(=O)(=O)N2CCC3(CC2)OCCO3)CC1
-387.4	CCOC(=O)C1CCN(c2cc(Nc3ccc(OCC)cc3)c3c4c(onc24)-c2ccccc2C3=O)CC1
6.8	CC(=O)N1CCN(c2ccc(Oc3nnnn3-c3ccccc3)cc2)CC1
-2.3	CC1CCN(S(=O)(=O)c2ccc3ncn(CC(=O)NCc4ccc(F)cc4)c(=O)c3c2)CC1
-8.7	CCOC(=O)c1sc(NC(=O)c2cc3ccccc3c(=O)o2)c(C(=O)OCC)c1C
-11.1	CCC(=O)Nc1ccc2c(c1)ncn2-c1ccccc1OC
-17.7	CCOc1ccc(NC(=O)C2CCC(CNS(=O)(=O)c3ccc(Br)s3)CC2)cc1 (configuration not stated)
-1.0	CCOc1cccc(N2C(=O)CC(N(C)Cc3ccccc3)C2=O)c1 (configuration not stated)

4 consecutive records from above, quoted:
14-3-3 PPI	Molecule
-8.1	O=C(Nc1ccc(-c2nnc(-c3ccccc3)o2)cc1)C(F)(F)F
-2.3	CN1C(=O)c2ccccc2C(C(=O)N2CCCC2)C1c1cn(C)c2ccccc12 (configuration not stated)
-3.7	O=C(NCc1ccc(F)cc1Cl)C1CCN(S(=O)(=O)N2CCC3(CC2)OCCO3)CC1
-387.4	CCOC(=O)C1CCN(c2cc(Nc3ccc(OCC)cc3)c3c4c(onc24)-c2ccccc2C3=O)CC1

(further entries)
14-3-3 PPI	Molecule
-2.3	Cc1ccc(NC(=O)C2C3C=CC4(O3)C2C(=O)N(CCc2ccccc2Cl)C4C(=O)NC2CCCCC2)cc1C (configuration not stated)
-20.3	Cc1ccc2nc(-c3ccc(C)c(NC(=O)c4ccc(Br)cc4)c3)oc2c1
-10.8	CN(Cc1ccccc1)c1nc2c([nH]1)c(=O)n(C)c(=O)n2C
-2.2	Cc1ccccc1CS(=O)(=O)c1nnc([C@H](CC(C)C)NC(=O)OC(C)(C)C)o1
9.0	O=C(c1cccc(C(=O)N2CCN(c3ccccc3F)CC2)n1)N1CCN(c2ccccc2F)CC1
-3.7	Clc1ccc(C2CC(c3ccc(Cl)cc3)n3nnnc3N2)cc1 (configuration not stated)
4.9	Cc1cccc(-n2nc([N+](=O)[O-])c(=NCCCO)n2O)c1
-6.6	COc1ccccc1N(C(=O)c1ccco1)C(C(=O)NC1CCCC1)c1cccnc1 (configuration not stated)
-3.5	COc1ccccc1C1C(C(=O)Nc2ccccc2F)=C(C)NC2=C1C(=O)CC(C)(C)C2 (configuration not stated)
-1.2	c1ccc2[nH]c(CCCCCCCCc3nc4ccccc4[nH]3)nc2c1
1.9	CCOC(=O)c1c(NC(=O)c2ccccc2Br)sc2c1CCC(C)C2 (configuration not stated)
-0.9	CCCCn1c(=O)c2c(c3ccccc31)OCC(=O)N2

(listing goes on)
14-3-3 PPI	Molecule
2.9	Cc1cc(C)c2c(n1)sc1c(N3CCOCC3)ncnc12
-3.4	O=C(Nc1ccc(Cl)cc1[N+](=O)[O-])c1ccco1
-0.3	Cc1cc(C)n(-c2n[nH]c(C)c2[N+](=O)[O-])n1
-3.3	Cc1ccc(N2CCN(C(=O)c3cccn4c(=O)c5ccccc5nc34)CC2C)cc1 (configuration not stated)
0.2	Cc1cc(Cn2nnc(-c3ccccc3)n2)cc(C)c1O
-8.9	CC(C(=O)Nc1nccs1)N1C(=O)C2CC=CCC2C1=O (configuration not stated)
-11.6&-11.1	CSc1nc2c(c(=O)n1C)SC(C)C2 (configuration not stated)
-6.2	COc1ccc(Nc2ncnc3ccc(Br)cc23)cc1
-4.2	CCS(=O)(=O)N1CCC(C(=O)N2CCCCC2)CC1
3.2	CCC(=O)c1ccccc1OCCN1C(=O)NC(C)(C)C1=O
-7.1	COCCN(CCOC)Cc1c(C)[nH]c2ccc(C)cc2c1=O
0.1	CCCOc1ccccc1C1NC(=S)NC(C)=C1C(=O)OCCc1ccccc1 (configuration not stated)

Rewritten with tabs: entries from further up
mol	14-3-3 PPI
COCCN(CCOC)Cc1c(C)[nH]c2ccc(C)cc2c1=O	-7.1
COc1ccc(Nc2ncnc3ccc(Br)cc23)cc1	-6.2

Later entries:
14-3-3 PPI	Molecule
-6.2	CC(NC(=O)CC12CC3CC(CC(C3)C1)C2)C(=O)O (configuration not stated)
-3.7	CCOc1cccc(C(=O)Nc2ccccc2OC(F)F)c1
2.1	CCOC(=O)NC(=O)CSc1nc(C)cc(C)c1C#N
-14.3	Cc1cccc(C)c1OCC(=O)Nc1sc2c(c1C#N)CCCC2
-13.0	COc1ccc(CNC(=O)CC2N=C3c4ccccc4N=C(SCc4ccccc4Cl)N3C2=O)cc1 (configuration not stated)
-1.6	CCN(c1c(C)n(C)n(-c2ccccc2)c1=O)S(C)(=O)=O
3.2	Cc1ccc(C(=O)Nc2c3c(nn2-c2ccc(Cl)cc2)CSC3)cc1C
-3.0	CCOc1cccc(C(=O)Nc2ccc(N(CC)CC)cc2)c1
-10.4	COc1ccc(O)c(-c2cc(-c3cccc(Br)c3)n[nH]2)c1
-4.9&2.0	CCOC(=O)c1cccc(NC(=O)C2CCN(S(=O)(=O)c3cccs3)CC2)c1
8.2	CCc1ccc(NC(=O)CSc2nccn2-c2cccc(C)c2)cc1
-4.2	O=C1c2ccccc2C2=Nc3ccccc3SC12O (configuration not stated)

Additional structures.
14-3-3 PPI	Molecule
-2.7	CCOC(=O)N1CCN(Cc2cccs2)CC1
-9.5	CCc1ccc(NC(=O)c2cc(S(=O)(=O)NCc3ccc(OC)cc3)ccc2F)cc1
-11.8	Cc1ccc(C)c(Nc2cc(C)nc(-c3ccccc3O)n2)c1
-5.0	COc1ccc(OC)c(-c2cc(C(N)=O)on2)c1
-2.2	CC(C)(C)c1ccc(C(=O)Nc2nnc(Cc3ccc(Cl)cc3)s2)cc1
-9.1	Cc1ccc(N=Cc2ccc(N(C)C)cc2)cc1C
-10.7	CC1CCN(CCCNC(=O)c2cn(C)c3ccc(S(=O)(=O)N4CCCC4)cc3c2=O)CC1
-1.7	COc1cccc(-n2ccnc2SCC(=O)Nc2cccc3ccccc23)c1
-5.2	CSc1sc(C)cc1C1C(C(=O)Nc2ccc(C)cn2)=C(C)NC2=C1C(=O)CC(c1ccccc1)C2 (configuration not stated)
-2.0	O=C(NC1CCCCCCCCCCC1)c1cnc2n(c1=O)CCS2
6.1	O=C1NC2NC(=O)N(CCO)C2N1 (configuration not stated)
-6.1	O=C(Cn1nc(-c2ccccc2)c2ccccc2c1=O)Nc1ccc2c(c1)nc1n2CCOC1

In a second layout: 3 of the compounds above.
SMILES | 14-3-3 PPI
CCOC(=O)N1CCN(Cc2cccs2)CC1 | -2.7
CCc1ccc(NC(=O)c2cc(S(=O)(=O)NCc3ccc(OC)cc3)ccc2F)cc1 | -9.5
Cc1ccc(C)c(Nc2cc(C)nc(-c3ccccc3O)n2)c1 | -11.8

A second format for some results above.
Structure: CCc1ccc(NC(=O)c2cc(S(=O)(=O)NCc3ccc(OC)cc3)ccc2F)cc1
- 14-3-3 PPI: -9.5
Structure: O=C(Cn1nc(-c2ccccc2)c2ccccc2c1=O)Nc1ccc2c(c1)nc1n2CCOC1
- 14-3-3 PPI: -6.1

Next compounds follow.
14-3-3 PPI	Molecule
-10.8	O=C(Nc1ccc2c(c1)OCO2)c1cccc2c1C(=O)N(C1CCCCC1)C2
-5.3	Cn1c(=O)oc2cc(S(=O)(=O)Nc3ccc(Br)cc3)ccc21
-4.8	Cc1ccc(CSCc2ccc(C(=O)NC3CCCC3)o2)cc1
-4.5	CC12CC3(C)CC(C)(C1)CC(CN=Cc1cc(Br)cc([N+](=O)[O-])c1O)(C2)C3
-5.5	COc1ccc(C2/C(=C(\O)c3ccc(F)cc3)C(=O)C(=O)N2CCN(C)C)cc1OC (configuration not stated)
1.9	Cc1nn(C)cc1C(N)=O
-2.7	Cc1cc(C)n(-c2nc3ccccc3c(=O)n2OCC(=O)OCc2ccccc2)n1
4.8	c1ccc(-c2csc3ncnc(NCCN4CCOCC4)c23)cc1
-3.2	CCCCc1ccc(N2C(=O)c3cccc4cccc(c34)C2=O)cc1
2.1	CCOC(=O)N1CCN(C(=O)CN(c2cc(C(F)(F)F)ccc2Cl)S(C)(=O)=O)CC1
-9.7	O=C(NCCC1=CCCCC1)C1COc2ccccc2O1 (configuration not stated)
-3.9	Cc1ccc(C)c2[nH]c(=O)c(CN(Cc3ccco3)C(=O)Nc3ccccc3)cc12

Carrying on:
14-3-3 PPI	Molecule
15.9	O=C(CSc1nnc2scc(-c3ccccc3)n12)N1CCCc2ccccc21
-2.6	COc1ccc(N2C(=O)CC(NCCc3ccccc3OC)C2=O)cc1 (configuration not stated)
-7.7	C=CCn1c(SCC(=O)Nc2ccc(F)cc2)nnc1-c1ccco1
-0.8	CCOc1ccccc1C1CC(c2ccccc2)Nc2nc(N)nn21 (configuration not stated)
-9.9	CCOc1ccc(C2C(C(=O)OCCc3ccccc3)=C(C)NC3=C2C(=O)CC(C)(C)C3)cc1 (configuration not stated)
3.1	COCc1nnc(SCC(=O)NCc2ccccc2)n1-c1ccccc1
